Smad3 FoxH1 inh – blocks human Smad3 binding to FoxH1 peptide. P84022. TR-FRET Smad3/Dy647-FoxH1 peptide binding, europium anti-His. 88,000 compounds, 0.29% hits. inhibition, % at 25 µM. AID 630;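 active means compounds that reduce the energy-transfer binding signal between the protein and its labelled peptide by more than half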;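 further: 0% = Smad3 plus labelled peptide maximal FRET and 100% = peptide-only background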
MT1-MMP txn act – activates MT1-MMP transcription | activation factor at 10 µM | HT1080 MT1-MMP promoter luciferase reporter, luminescence, overnight; stronger effect = higher value | AID 750 | 86,000 compounds, 0.16% hits;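 active means activation factor of at least 2 for MT1-MMP transcription at 10 µM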
HUVEC inhibit – human endothelial cell proliferation inhibition; HUVEC proliferation, CellTiter-Glo luminescence, 72 h; stronger effect = lower value; viability, % at 10 µM (by protocol); 86,000 compounds, 1.1% hits; AID 648;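 active means viability at or below 30%; inactive means viability above 30%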;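 further: 100% = median luminescence of DMSO-only cell control wells on each plate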
ERa coact inh – ER-alpha (human) coactivator binding inhibition; inhibition, % at 25.6 µM; 86,000 compounds, 1.7% hits; TR-FRET ER-alpha LBD / SRC-1 peptide, estradiol-bound; AID 629; in the data active means inhibition above about 50%;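 further: 0% = receptor plus peptide control and 100% = peptide only without receptor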
H69AR inhibit – growth inhibitors of human H69AR lung tumor cells | 85,000 compounds, 6% hits | viability, % at 10 µM | AID 598 | H69AR lung tumor viability, ATP luminescence, 72 h; stronger effect = lower value;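 active means viability at or below 40%; inactive means viability above 40%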;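 further: multidrug resistant small cell line overexpressing MRP-1 efflux transporter; 100% = mean luminescence of untreated control wells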
Fibroblast inh – blocks proliferation of human lung fibroblasts | LL 47 human lung fibroblast viability, ATP luminescence; stronger effect = lower value | 85,000 compounds, 1.1% hits | viability, % at 10 µM | AID 719;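 active means viability at or below 50% in the single dose screen; inactive means viability above 50%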;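 further: compound exposure lasted 72 h before the ATP readout; 100% = median luminescence of untreated cell-only wells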
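Benchmarks: Cell-only wells, no compound | Test system: LL 47 human lung fibroblasts, passage 12 or lower | Input: 1,150 cells/well | Measured by: CellTiter-Glo luminescence measuring cellular ATP | Medium: IMEM, 15% FBS supplement | Schedule: Overnight attachment after seeding, then 72 h compound exposure at 37 °C | Doses: Compound addition at 0.1% DMSO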
ERa SRC1 pot – ER-alpha (human) coactivator binding potentiation. TR-FRET ERalpha-LBD/SRC-Cy5 coactivator binding, 2 h; 100 = basal binding, no effect. P03372. coactivator binding (% of control), % at 25.6 µM. AID 639. 86,000 compounds, 1.3% hits; in the data active means activity above about 200%;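 further: binding measured in presence of low estradiol as agonist stimulus; 0% = peptide alone without receptor and 100% = receptor with peptide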
ERb SRC1 inh – blocks coactivator binding to human estrogen receptor beta; Q92731; 86,000 compounds, 1.3% hits; inhibition, % at 25.6 µM; AID 633; TR-FRET ER-beta LBD / SRC1-Cy5 peptide binding; receptor agonist-loaded with 1 µM estradiol;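 active means compounds whose percent inhibition of the receptor-coactivator binding signal exceeds about 50% in the single-dose screen, limit read from the data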;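 further: 0% = receptor plus peptide wells without compound and 100% = peptide-only wells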
Mac1 fbg enh – CD11b/CD18-fibrinogen binding enhancement; K562 CD11b/CD18 adhesion to fibrinogen, ATPlite luminescence; activation, % at 10 µM; 93,000 compounds, 0.07% hits; AID 1499;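 active means 10 µM primary screen giving 50% or more activity, confirmed by 40% or more on retest at that dose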; further: strong numbers were not always called active
Target sequence (P05107 whole entry, looked up, other chains not shown): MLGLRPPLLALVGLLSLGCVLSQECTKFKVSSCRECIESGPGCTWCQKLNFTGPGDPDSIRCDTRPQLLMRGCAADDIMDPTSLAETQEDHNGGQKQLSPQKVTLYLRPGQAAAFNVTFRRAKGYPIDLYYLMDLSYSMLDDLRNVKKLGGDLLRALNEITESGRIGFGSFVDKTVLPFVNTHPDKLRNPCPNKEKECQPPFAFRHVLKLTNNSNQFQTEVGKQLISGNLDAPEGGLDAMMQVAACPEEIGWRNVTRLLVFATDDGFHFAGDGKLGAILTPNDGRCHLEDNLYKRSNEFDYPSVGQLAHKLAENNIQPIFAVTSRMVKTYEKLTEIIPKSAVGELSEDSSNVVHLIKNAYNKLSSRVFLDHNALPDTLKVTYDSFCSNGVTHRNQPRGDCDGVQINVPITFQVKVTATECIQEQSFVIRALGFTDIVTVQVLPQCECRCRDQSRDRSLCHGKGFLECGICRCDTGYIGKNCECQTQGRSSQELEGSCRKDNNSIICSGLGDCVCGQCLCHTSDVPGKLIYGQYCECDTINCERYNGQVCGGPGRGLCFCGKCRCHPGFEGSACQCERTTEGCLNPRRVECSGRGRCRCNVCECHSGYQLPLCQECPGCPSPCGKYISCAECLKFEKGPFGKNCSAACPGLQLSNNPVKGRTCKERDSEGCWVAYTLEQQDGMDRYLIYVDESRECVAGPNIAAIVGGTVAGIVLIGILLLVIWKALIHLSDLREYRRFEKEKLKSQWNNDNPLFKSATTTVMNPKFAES
An asterisk follows results filed as active; / = no result given; [ ] = remark or other dose.

Values run as follows: Smad3 FoxH1 inh	MT1-MMP txn act	HUVEC inhibit	ERa coact inh	H69AR inhibit	Fibroblast inh	ERa SRC1 pot	ERb SRC1 inh	Mac1 fbg enh
CCc1ccccc1NC(=O)N1CCC(NC(=O)C(Cc2ccc(OC)c(OC)c2)NC(C)=O)CC1 (centres undefined)
    -11	1.2	112	10	92	105	101[fluorescence artefact?]	0	-3
Cc1ccc(-n2c(SCC(=O)N3CCOCC3)nnc2-c2cccnc2)cc1
    3	1.6	107	-30	101	104	112	-25	5
N#CC1=C(N)SC(N)=C(C#N)C1c1cccc(O)c1
    -1	1.3	97	2	86	104	51	18	/
Cc1nn(-c2ccccc2)c(Cl)c1C1C(C#N)=C(N)OC2=C1C(=O)CC(C)(C)C2 (centres undefined)
    7[fluorescence artefact?]	1.1	55	-4	8.8*	71	104[fluorescence artefact?]	-2	2
CCO/N=C(/C)c1c(O)c(C)c(-c2ccccc2)n(-c2ccccc2)c1=O
    13	1.4	89	3	97	97	107	8	/
COc1cc(C2C(C#N)=C(N)Oc3c2oc(CO)cc3=O)ccc1OC(C)C (centres undefined)
    -7	1.1	92	-8	89	93	110	1	-2
Cc1ccc(-c2noc(CNc3ccccc3)n2)cc1
    1	1.3	98	-12	85	106	103	-5	/
Cc1ccc(NC(=O)NCc2ccc3c(c2)OCO3)cc1
    -5	1.2	96	13	97	106	106	-7	2
COCn1c(-c2ccc(OC)c(OC)c2)nc2ccccc21
    10	1.5	89	-5	86	96	92	3	-1
COC(=O)C(CCSC)NC(=O)Cn1ncc2c(=O)oc3ccc(C)cc3c21 (centres undefined)
    0	1.1	97	20	93	99	111	-5	-1
CC(C)(C)Cc1nc(-c2ccc(Cl)cc2)no1
    -4	1.1	102	-2	99	102	94	-6	-4
CCCN(CCC)C(=O)CSc1nc2ccsc2c(=O)n1NC(=O)c1ccccc1
    1	1.4	99	-7	90	104	98	0	-3
Cc1ccccc1NS(=O)(=O)c1ccc(NC(=O)c2ccco2)cc1
    -6	1.1	97	-3	87	98	99	2	1
COc1ccc(Cl)cc1NC(=O)CC(C)=O
    -9	1	79	-11	90	90	115	-8[fluorescence artefact?]	-2
COC(=O)Nc1ccc(S(=O)(=O)N(C)C)cc1
    6	1.1	89	-7	96	97	110	-8	-7
CCCOc1ccc(C2C(C(=O)c3ccco3)=C(O)C(=O)N2CCCn2ccnc2)cc1 (centres undefined)
    12[fluorescence artefact?]	1	91	-5	93	95	95	-14	-1
Cc1ccc(Oc2ccc(S(=O)(=O)N3CCOCC3)cc2C(N)=O)c(-n2nc3ccccc3n2)c1
    -6	0.6	42	3[fluorescence artefact?]	31*	53	115	3[fluorescence artefact?]	4
COc1ccc(-c2nn(-c3ccccc3)cc2C(=O)O)cc1OC
    7	1	104	1[fluorescence artefact?]	96	108	103	-8[fluorescence artefact?]	5
O=C(c1nn(Cc2ccccc2)c(=O)c2ccccc12)N1CCN(C/C=C/c2ccccc2)CC1
    -5	1	66	5	31*	90	76	2	/
O=C(Nc1ccc(-c2nc3ccccc3o2)cc1)c1cccnc1
    10	1.5	108	-3	83	105	101	-6	/

The final 2 entries of the section above are carried over, then new ones follow:
Values run as follows: Smad3 FoxH1 inh	MT1-MMP txn act	HUVEC inhibit	ERa coact inh	H69AR inhibit	Fibroblast inh	ERa SRC1 pot	ERb SRC1 inh	Mac1 fbg enh
O=C(c1nn(Cc2ccccc2)c(=O)c2ccccc12)N1CCN(C/C=C/c2ccccc2)CC1
    -5	1	66	5	31*	90	76	2	/
O=C(Nc1ccc(-c2nc3ccccc3o2)cc1)c1cccnc1
    10	1.5	108	-3	83	105	101	-6	/
Nc1nc(-n2cnnc2)nn1-c1ccccc1
    1	1.1	99	-9	89	93	97	1	2
CCOC(=O)C1=C(C)N=C2SC(C)C(=O)N2C1c1cccc(F)c1 (centres undefined)
    8	1	89	-6	97	93	91	-4	-7
O=C1c2cc(S(=O)(=O)NCCCO)ccc2-c2ccc(S(=O)(=O)NCCCO)cc21
    2	1.1	94	7[fluorescence artefact?]	105	100	77	0[fluorescence artefact?]	-2
COCCN(C(C)=O)c1nnc(-c2cnccn2)s1
    9	1.1	89	-1	94	/	122[fluorescence artefact?]	5	8
Cc1cc(C)cc(N(CC(=O)Nc2cccc(C)n2)S(=O)(=O)c2c(C)noc2C)c1
    7	1.2	115	0	86	95	114[fluorescence artefact?]	11	/
O=C(CCn1cccc1)NCc1ccccc1
    6	1.2	100	-1	93	98	123[fluorescence artefact?]	-2[fluorescence artefact?]	2
CCCN(CCC)CCCNC(=O)c1cn(CCOC)c(=O)c2c1c1ccccc1n2C
    -8	1.2	87	4	72	98	100[fluorescence artefact?]	-2[fluorescence artefact?]	-2
COc1ccc(Cl)cc1Nc1nc(C)cc(C)c1C(N)=O
    7	1.2	95	-4	92	66	116[fluorescence artefact?]	-5	/
CCCCCNC(=O)CCCCn1c(=O)[nH]c2cc(OCC)c(OCC)cc2c1=O
    4	1	77	5[fluorescence artefact?]	101	97	115	0[fluorescence artefact?]	-1
C=C(C)CSc1nc(N)c2c(C)c(C)sc2n1
    7	1.5	105	-10	93	102	138	-12	1
O=C(CCC1COc2ccccc2O1)Nc1cccnc1 (centres undefined)
    -3	1.3	93	0	100	107	89	-2	-2
CCS(=O)(=O)N1CCCC(C(=O)NCc2ccc(C)cc2)C1 (centres undefined)
    -10	1.1	97	-2	110	102	11[fluorescence artefact?]	6	1
Cc1ccc2[nH]c3c(c2c1)CN(C)CC3
    9[fluorescence artefact?]	1.2	95	-11	86	100	109	-6	/
O=C1CC(N2CCSCC2)C(=O)N1CCc1ccccc1 (centres undefined)
    0	1.1	97	-16[fluorescence artefact?]	95	106	122	-1	-1
Cc1nnc(NC(=O)C2COc3ccccc3O2)s1 (centres undefined)
    -6	1.6	105	5	108	102	100	21	0
CCOc1ccccc1CNCCN1CCOCC1
    6	1.1	97	0	92	99	102	4	/
CN1CCN(CCCNC(=O)c2cn(C)c3ccc(S(=O)(=O)N(C)C)cc3c2=O)CC1
    5	1.1	108	1	98	102	118	2	-3
Cc1cc(C(=O)NCc2ccco2)on1
    -2	/	98	33[fluorescence artefact?]	95	108	81	25	10
Cc1cc(OCC(=O)Nc2ccc(N3CCCC3)cc2)cc(C)c1Cl
    -5	1.1	98	2	85	104	103[fluorescence artefact?]	11	17
Cc1cccc(N=C2NN=C(c3ccc4c(c3)OCCO4)CS2)c1
    -6	1	86	1	77	102	75	-7	/
CC(C(=O)O)c1ccc(-c2ccccc2)c(F)c1 (centres undefined)
    8	/	98	-4	96	96	116	-1	/
Cc1cc2nc3c(nc2cc1C)C1(C(=O)N(C)C)CCC3(C)C1(C)C (centres undefined)
    -9	1	89	5	70	93	96	-11	-3
CC1(C)CC(=O)C=C(Nc2ccc3c(c2)OCCO3)C1
    2	1.3	78	1	95	99	116	3	-3
CCCCn1c(SCC(=O)NCc2ccco2)nc2cc(S(N)(=O)=O)ccc21
    -12	1.1	89	-6	77	95	90[fluorescence artefact?]	-5	1
COc1ccc(NCc2nnc(SCC(=O)NCc3ccco3)n2-c2ccccc2OC)cc1
    12	1	88	-7	104	77	101	-2	/
O=C(CCCOc1ccccc1)Nc1ccc(S(=O)(=O)N2CCOCC2)cc1
    8	1	103	-30	87	99	120	-28	-2
CCOc1ccc(CCNC(=O)COC(=O)c2cccnc2OCC)cc1OCC
    15	1.1	83	-6	92	97	90	-2	2
Cc1nc2ncnn2c(C)c1CCC(=O)N1CCN(C(=O)c2ccco2)CC1
    1	1.1	88	2	89	102	104[fluorescence artefact?]	-8	2
CCN(CC)c1ccc2cc(-c3nc4ccccc4[nH]3)c(=O)oc2c1
    37	/	38	28	1.4*	26*	140[fluorescence artefact?]	6	-5
COc1cc(NC(=O)CN2C(=O)NC(C)(CCC(C)C)C2=O)cc(OC)c1 (centres undefined)
    3	1.2	105	-8	91	/	141	-7	0
CCCCn1c(SCC(=O)Nc2cccc(C)n2)nnc1-c1ccco1
    -2	1.1	109	0	92	105	96	26[fluorescence artefact?]	-1
Cc1sc2c(=O)n3c(nc2c1C(=O)NCCCN1CCOCC1)CCCCC3
    0	1.1	104	9[fluorescence artefact?]	81	101	108	7[fluorescence artefact?]	-1

By substructure, the entries above containing a halogen
Values run as follows: Smad3 FoxH1 inh	MT1-MMP txn act	HUVEC inhibit	ERa coact inh	H69AR inhibit	Fibroblast inh	ERa SRC1 pot	ERb SRC1 inh	Mac1 fbg enh
Cc1nn(-c2ccccc2)c(Cl)c1C1C(C#N)=C(N)OC2=C1C(=O)CC(C)(C)C2 (centres undefined)
    7[fluorescence artefact?]	1.1	55	-4	8.8*	71	104[fluorescence artefact?]	-2	2
CC(C)(C)Cc1nc(-c2ccc(Cl)cc2)no1
    -4	1.1	102	-2	99	102	94	-6	-4
COc1ccc(Cl)cc1NC(=O)CC(C)=O
    -9	1	79	-11	90	90	115	-8[fluorescence artefact?]	-2
CCOC(=O)C1=C(C)N=C2SC(C)C(=O)N2C1c1cccc(F)c1 (centres undefined)
    8	1	89	-6	97	93	91	-4	-7
COc1ccc(Cl)cc1Nc1nc(C)cc(C)c1C(N)=O
    7	1.2	95	-4	92	66	116[fluorescence artefact?]	-5	/
Cc1cc(OCC(=O)Nc2ccc(N3CCCC3)cc2)cc(C)c1Cl
    -5	1.1	98	2	85	104	103[fluorescence artefact?]	11	17
CC(C(=O)O)c1ccc(-c2ccccc2)c(F)c1 (centres undefined)
    8	/	98	-4	96	96	116	-1	/

Not all compounds are listed. The share of hits here may be higher or lower than overall.
